# From PubChem
# Pf Dd2 inh: inhibitors of Plasmodium falciparum Dd2 growth; P. falciparum Dd2 growth, SYBR Green, 72 h; Potency, µM (highest dose often 28.9 µM), for inactives: at the highest dose activity, negative = inhibition, usual class: inhibitors; actives 4.3% (n = 120,000); AID 1347417; active = well fitted inhibition curve with a large enough effect; inconclusive = small, poorly fitted or top-dose-only effect; inactive = no such curve, though single readings can be large or run the other way;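 note: plate controls were DMSO vehicle for no effect and reference drug for full effect; nearly all actives have a fitted effect of over 65% in size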
#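 Readout: SYBR Green fluorescence, 485 nm excitation, 535 nm emission, after ~16 h lysis at 37C. Before that, Dd2-infected red cells (2.5% hematocrit) grew 72 h with compound, 29 uM top final concentration.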
# An asterisk follows results filed as active; i = inactive; ? = inconclusive; [ ] = dose if it differs, or a comment. Potency is the fitted concentration of half-maximal effect.
canonical_smiles	Pf Dd2 inh
CC(C)NC(=O)NC[C@H]1OC[C@@H](NC2CCCC2)[C@@H]1O	24.8%[44.1 µM]
CCOc1ccc2c(n1)CCN(C(=O)NC1CCCC1)C2	?
COc1cccc(CN2CCOCCNC(=O)CC2)c1	-12.1%
CCN(CC)C(=O)c1sc(NC(=O)c2nc3ncccn3n2)c(C(=O)OC)c1C	?
CN1c2cc(C(=O)NCc3nc4ccccc4n3C)ccc2C(=O)N2CCCCCC21 (stereo not given)	?
O=C1CCN(S(=O)(=O)c2ccccc2)CCCC(C(=O)NCc2cccnc2)CCN1 (stereo not given)	-2.7%
COc1ccc(F)cc1S(=O)(=O)N1CCC(CC(=O)NCc2ccccc2)C1 (stereo not given)	i
COCC(=O)N1CCCC(c2nn(-c3ccc(OC)cc3)c(=O)[nH]2)C1 (stereo not given)	?
Cc1ccc2nc(-c3ccc(Cl)s3)c(Nc3ccc4c(c3)OCCO4)n2c1	13.8%
NC(=O)CN1CCC(C(=O)NCCCn2ncc3ccccc32)CC1	6.9%
CCCN1Cc2ccccc2NC(=O)C12CCNC2 (stereo not given)	?
CCN1C(=O)C2(c3ccccc31)c1c(oc3ccc(F)cc3c1=O)C(=O)N2CCCOC (stereo not given)	-20.2%
COc1ccc(C2=NN(CC(=O)NCc3ccccc3Cl)C(=O)CC2)cc1	6.4%
Cc1ccccc1CN1C(=O)c2ccccc2Sc2ccc(C(=O)NC3CCCC3)cc21	?
COc1ccc(Br)cc1CNC(=O)CCCn1c(=O)c2cccn2c2cccnc21	-9.0%
CCN1CCN(C(=O)C2CCc3nc(N4CCN(C(=O)C5CCC5)CC4)sc3C2)CC1 (stereo not given)	-2.3%
CCCN(C(=O)c1ccc2c(=O)n3c(nc2c1)CCCCC3)c1cccc(Cl)c1	-1.8%
COCCN1C(=O)CS(=O)(=O)C12CCN(C(=O)COc1cccc(C)c1)CC2	-17.4%
O=C1CCN(S(=O)(=O)c2ccccc2)CCCN(C(=O)c2ccsc2)CCN1	9.0%
CCCCCOc1ccccc1CN1C(=O)C(=O)c2cc(C)ccc21	?
CC(C)CC(=O)N1CCCCCC1c1nc(-c2ccncc2)no1 (stereo not given)	26.7%
CS(=O)(=O)N1CCCC1c1noc(CCC(=O)NCc2ccncc2)n1 (stereo not given)	-8.6%
CCc1cnc(N2CCC3(CC2)C(=O)Nc2cc(OCC4CC4)c(OC)cc23)nc1	i
C#CCNC(=O)C1CCc2nnc(CNC(=O)c3ccc(Cl)cc3Cl)n21 (stereo not given)	24.1%
CC(C)(C)c1ccc(C(=O)N2C[C@@H](CO)[C@H](c3ccccn3)C2)cc1	-29.2%
CNC(=O)CCn1ncc2cc(OC3CCc4cccc(-c5c(C)noc5C)c43)ccc21 (stereo not given)	i
CCOc1cccc2sc(NC(=O)c3ccc(S(=O)(=O)N4CCCCC4C)cc3)nc12 (stereo not given)	-6.9%
Cc1ccc(CN2CCCN(Cc3ccncc3)C(c3ccccc3)CC(=O)NCC2)o1 (stereo not given)	1.78µM*
Cn1cc(CN2CCN(c3cnccn3)CC2)c(-c2ccc(C3CCCCC3)cc2)n1	10µM*
CC(C)Oc1ccc(CNS(=O)(=O)c2cnc(N)nc2)cc1	35.5%
CC(C)(C)NC(=O)N1CCC2(CC1)C(=O)N(CC(=O)NCCc1ccccc1)CN2c1ccccc1	-14.6%
Cc1cccc(N2CCN(C(=O)c3ccc4c(c3)N(C)C3CCCCN3C4=O)CC2)c1C (stereo not given)	?
COc1cccc(CCC(=O)N2[C@@H]3CC[C@H]2CC(NC(=O)c2ccncc2)C3)c1 (stereo not given in full)	-6.4%
CN(CCNC(=O)C1CCN(C(=O)N2CC3CC(C2)[C@H]2CCCC(=O)N2C3)CC1)C1CCCCC1 (stereo not given in full)	i
CC(C)c1ccc(NC(=O)C2(C)CCCCC(=O)N2)cc1 (stereo not given)	-19.2%
COc1cccc(-n2c(SCC(=O)Nc3ccc4c(c3)OCO4)nc3c([nH]c4ccccc43)c2=O)c1	?
CC(C)(C)C(=O)N1CCc2nc(-c3ccc(Cl)cc3)nc(-c3ccccc3)c2C1	?
Cc1ccc(C)c(C(=O)N2CCC(n3cnnc3C3CC3)CC2)c1	-6.5%
CC(C)Oc1ccc(CNC(=O)c2ccccc2NC(=O)c2nsc3ccccc23)cc1	-7.9%
COc1cc2c(cc1CNC(=O)Cn1nc(C)n(Cc3ccccc3)c1=O)CCC2	?

# Three entries from above, ordered by count of non-hydrogen atoms, lowest first:
canonical_smiles	Pf Dd2 inh
Cc1ccc(C)c(C(=O)N2CCC(n3cnnc3C3CC3)CC2)c1	-6.5%
CC(C)(C)C(=O)N1CCc2nc(-c3ccc(Cl)cc3)nc(-c3ccccc3)c2C1	?
CN(CCNC(=O)C1CCN(C(=O)N2CC3CC(C2)[C@H]2CCCC(=O)N2C3)CC1)C1CCCCC1 (stereo not given in full)	i

# The list continues.
canonical_smiles	Pf Dd2 inh
O=C(NCC1CCCCO1)C1(Oc2ccc(Cl)cc2)CCNCC1 (stereo not given)	?
Cc1ccc(-c2cc3c(=O)n(CCNC(=O)c4ccoc4)ccn3n2)c(C)c1	-5.9%
COCCN1C(=O)Cc2ccccc2C1C(=O)NCc1ccc(N2CCCCC2)cc1 (stereo not given)	?
Cn1ccnc1CN1C(=O)CO[C@H](c2ccc(NC(=O)CC(C)(C)C)cc2)[C@H]1CO	-19.5%[44.1 µM]
COC(=O)c1ccc(OC)c(Cn2c(=O)n(Cc3ccccc3)c(=O)c3c2c2cc(OC)ccc2n3C)c1	20.8%
CCC1CN(C(=O)NCc2ccc(C)cc2)c2cc(C)ccc2O1 (stereo not given)	-4.1%
CC1=NOC2(CCN(Cc3cccnc3)C2)C1 (stereo not given)	-7.6%[44.1 µM]
CC(=O)N1CCN(C(=O)C[C@@H]2CCNC[C@@H]2Cc2cc(-c3ccccc3)on2)CC1	i
Cc1nc(C)c(C(=O)N2CCC(c3nnc(Cn4ccnc4)n3C)CC2)o1	-13.9%
CCCCc1cc(C[C@H]2CNCC[C@H]2CC(=O)NCc2ccccc2)no1	-13.1%[44.1 µM]
O=C(CC1CCCN(c2cnn(CC3CC3)c(=O)c2)C1)N1CCOCC1 (stereo not given)	-14.0%
COCCCNC(=O)C1CCN(c2cc(C)nc3c(-c4ccc(Cl)cc4)c(C)nn23)CC1	7.2%
Cn1c(=O)oc2cc(S(=O)(=O)CCC(=O)NCCc3ccc(Cl)cc3)ccc21	?
COCCOC1CCOC2(CCN(C(=O)c3nccc4ccccc34)CC2)C1 (stereo not given)	-0.6%
Cc1ccccc1CS(=O)(=O)Cc1ccc(C(=O)NCCc2ccc(Cl)cc2)o1	i
CC(C)N1C[C@H](O)C[C@H]1c1nnc2n1CCN(C(=O)C1CCC1)CC2	-9.3%
Cc1ccc(NC(=O)Cn2nnc(-c3ccccc3)n2)c(C)c1	55.4%[activator]
CN1CCN(Cc2ccc(Nc3cnc4ccc(N5CCOCC5)nn34)cc2)CC1	-19.8%[44.1 µM]
O=C(CCn1cccn1)Nc1cccc(C(F)(F)F)c1	-5.4%
O=C(c1cn2cc(-c3ccccc3Cl)n(CC3CC3)c(=O)c2n1)N1CCCCC1	?
COCCNC(=O)c1ccc2c(c1)N(Cc1cccc(Cl)c1)C(=O)c1ccccc1S2=O (stereo not given)	21.8%
c1ccc([C@@H]2CN(Cc3ccncc3)C[C@H]2COc2cccnc2)nc1	-5.8%
O=C(c1ccsc1)N1CCCn2cc(-c3ccc4c(c3)OCO4)nc21	i
CN1CCC(N[C@H]2[C@H](O)[C@H](O)C[C@@H]2c2ccc(N3CCOCC3)nc2)CC1	19.9%[44.1 µM]
CC(C)OCCCNC(=O)C1N(C(C)C)C(=O)C12CCCC2 (stereo not given)	32.9%[activator]
COc1ccc(N2C(=O)CSC23C(=O)N(Cc2ccccc2F)c2ccccc23)cc1Cl (stereo not given)	i
Cc1ccc(NC(=O)N2CCC(CCNC(=O)C(C)C)CC2)cc1	-19.5%
O=C(NC1CCCCC1)NC1CCc2nnc(C3CC3)n2CC1 (stereo not given)	66.1%[activator]
CN(C)C[C@@H]1CN(c2ncccn2)C[C@H]1NC(=O)c1cc(Cl)ccc1F	-9.7%
O=C1NCC2(CCN([S+](=O)([O-])c3cccc(C(F)(F)F)c3)CC2)Oc2ccccc21	i
CC(=O)NCCCC(=O)N1CCC2(CC1)CC(NC(C)=O)c1ccccc1O2 (stereo not given)	10.1%
COc1cccc(Cn2cc(C(=O)c3ccccc3)c(=O)c3cc4c(cc32)OCO4)c1	?
O=C(NCCc1ccccc1)C1CCc2ncc(-c3ccsc3)n2C1 (stereo not given)	?
O=C(NC[C@H]1C[C@@H]2CCN1C[C@@H]2CN1CCN(c2ccc(F)cc2)CC1)c1ccco1	?
CNC(=O)CCn1ncc2cc(OC3CCc4cccc(-c5ccnc(OC)c5)c43)ccc21 (stereo not given)	-7.0%
COc1ccc(-n2nc3c(N4CCCC(C(=O)NCCc5ccccc5C)C4)nnc(C)c3c2C)cc1 (stereo not given)	8.91µM*
COc1ccc(-c2noc(C(=O)O)c2[C@@H](C)NC(=O)c2ccccc2)cc1	-18.6%[44.1 µM]
CC(C)c1ccc(C(=O)N2CCC[C@H]2c2nc(-c3ccccc3)no2)cc1	?
Cc1nc2c(c(-c3ccc(O)cc3)n1)CN(Cc1cccc3ccccc13)CC2	-1.0%
COc1cc(CCC(=O)NC2CCc3nn(CC4CC4)c(=O)n3CC2)on1 (stereo not given)	27.3%
O=C(COc1cccc(Cl)c1)N1CCC(c2nc3ccccc3s2)CC1	72.8%[activator]
O=[S+]1([O-])NCC2(CCCN(Cc3c(F)cccc3F)C2)Oc2ncccc21 (stereo not given)	-5.3%
CCC(C(=O)Nc1cc(-c2nc3cccnc3s2)ccc1C)c1ccccc1 (stereo not given)	10µM*
CCOc1ccc(C(=O)Nc2cccc(OCc3cc(=O)n4cc(C)sc4n3)c2)cc1	-4.6%
CCCN(CCC)C(=O)Cn1c(=O)n(Cc2ccc(C(=O)NCCc3ccc(OC)c(OC)c3)cc2)c(=O)c2ccccc21	i
CC(C)CCN1C(=O)CC[C@]2(C(=O)NC3CC3)CCCC[C@@H]12	25.5%
Cc1cccc(NC(=O)c2sc3nc4c(cc3c2N)CN(Cc2ccccc2)CC4)c1	?
O=C1CCCCCN1C1CCN(Cc2ccccc2C(F)(F)F)CC1	?

# As entered above.
# CC(C)CCN1C(=O)CC[C@]2(C(=O)NC3CC3)CCCC[C@@H]12 in Pf Dd2 inh reads 25.5%
# CCOc1ccc(C(=O)Nc2cccc(OCc3cc(=O)n4cc(C)sc4n3)c2)cc1 in Pf Dd2 inh reads -4.6%

# Further structures:
canonical_smiles	Pf Dd2 inh
COc1ccc(NC(=O)C(C)(C)Oc2nn(CC3CC3)c3ccc(CN4CCCC4)cc23)cc1	?
Fc1ccc2cnc(N3CCC(N[C@H]4C[C@@H]5OCC[C@H]45)CC3)nc2c1	8.91µM*
Cc1ccc(-c2cc(C(=O)N(Cc3ccc(C(C)(C)C)cc3)Cc3ccco3)no2)cc1	-0.2%
O=c1cc(N2CCOCC2)oc2c(N3CCOCC3)nccc12	-3.3%[44.1 µM]
CCc1ccc(N(CC)C(=O)c2cc3c(=O)oc4ccc(C)cc4c3s2)cc1	42.1%[activator]
Cc1ncc2c(n1)C[C@@H]1CC[C@H]2N1C(=O)c1ccsc1	-10.5%
CC(C)C(=O)N1CCC(c2nc(C3CCOCC3)no2)C1 (stereo not given)	19.1%
Cc1noc(C)c1C(=O)N1CCCCCCn2c(nnc2-c2ccc(F)cc2)CC1	3.7%
CCOC(=O)c1ccccc1NC(=O)CSc1ncc2c(n1)-c1ccccc1N(CC)S2(=O)=O	?
Cn1c(=O)c2nc3ccc(NC(=O)C(F)(F)F)cc3nc2n(C)c1=O	83.8%[activator]
COc1ccc(C2=NOC3(CCN(Cc4cccc5ccccc45)C3)C2)cc1 (stereo not given)	i
CC(C)Oc1ccc(C(=O)Nc2nc3c(s2)CC(C(C)(C)C)CC3)cc1 (stereo not given)	?
Cc1cc(=O)n(CC(=O)N2CCN(c3ccc(F)cc3)CC2)c(N2CCc3ccccc3C2)n1	i
CCOc1ccc(-c2nc(CSCC(=O)NCc3ccc(Cl)cc3)c(C)o2)cc1	?
CN1C(=O)CCC2(CNC(=O)C3CCOCC3)CCC=C12 (stereo not given)	21.2%
CCC1=C(C(=O)OC)C(c2cccc(OC)c2OC)N2C(CC(=O)NC3CC3)=CSC2=N1 (stereo not given)	i
CN(C)CCNC(=O)c1n[nH]c2c1CN(C(=O)c1cc(F)ccc1Cl)CC2	i
Cc1cccc(-c2ocnc2C(=O)N2CCCOCCNC(=O)CC2)c1	23.7%
CN1CC2(CCCN(C(=O)CCc3ccccc3Cl)CC2)OC1=O (stereo not given)	-4.3%
O=C(c1cccnc1)N1C[C@@H]2OCC(=O)N(CC3CC3)[C@@H]2C1	3.9%[44.1 µM]
O=c1[nH]c(C2CCN(CC3CCCCC3)CC2)nn1Cc1ccccc1	-1.0%
COc1ccc(C(=O)N[C@H]2[C@H](O)[C@H](O)C[C@@H]2c2ccc(N3CCOCC3)nc2)cc1OC	20.6%
Cc1ccc(C)c(CN2C(=O)NC3(CCCN(C(=O)c4ccc(C)c(F)c4)C3)C2=O)c1 (stereo not given)	?
COC(=O)[C@@H]1Cc2ncn(C)c2CN1C(=O)c1ccc(F)cc1	4.8%[44.1 µM]
Cc1ccn(CCC(=O)N[C@@H]2COCC[C@@H]2Oc2cccc(F)c2)n1	35.9%[activator]

# An excerpt; count on the stated rates, not on these rows.
